Apaf-1 inh – inhibitors of human Apaf-1 apoptosome, primary screen, biochemical, DEVD-Rh110 fluorescence, uHTS; Apoptotic protease-activating factor 1 (Homo sapiens), O14727; reconstituted apoptosome caspase-3 activity; inhibition, % at 20 µM; 330,000 tested, 0.71% active; AID 489030, 2010; active means inhibition of at least 40% at 20 µM;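 further: plate controls were DMSO wells for no effect and DEVD-CHO caspase inhibitor wells for full effect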
Target sequence (O14727 whole entry, looked up): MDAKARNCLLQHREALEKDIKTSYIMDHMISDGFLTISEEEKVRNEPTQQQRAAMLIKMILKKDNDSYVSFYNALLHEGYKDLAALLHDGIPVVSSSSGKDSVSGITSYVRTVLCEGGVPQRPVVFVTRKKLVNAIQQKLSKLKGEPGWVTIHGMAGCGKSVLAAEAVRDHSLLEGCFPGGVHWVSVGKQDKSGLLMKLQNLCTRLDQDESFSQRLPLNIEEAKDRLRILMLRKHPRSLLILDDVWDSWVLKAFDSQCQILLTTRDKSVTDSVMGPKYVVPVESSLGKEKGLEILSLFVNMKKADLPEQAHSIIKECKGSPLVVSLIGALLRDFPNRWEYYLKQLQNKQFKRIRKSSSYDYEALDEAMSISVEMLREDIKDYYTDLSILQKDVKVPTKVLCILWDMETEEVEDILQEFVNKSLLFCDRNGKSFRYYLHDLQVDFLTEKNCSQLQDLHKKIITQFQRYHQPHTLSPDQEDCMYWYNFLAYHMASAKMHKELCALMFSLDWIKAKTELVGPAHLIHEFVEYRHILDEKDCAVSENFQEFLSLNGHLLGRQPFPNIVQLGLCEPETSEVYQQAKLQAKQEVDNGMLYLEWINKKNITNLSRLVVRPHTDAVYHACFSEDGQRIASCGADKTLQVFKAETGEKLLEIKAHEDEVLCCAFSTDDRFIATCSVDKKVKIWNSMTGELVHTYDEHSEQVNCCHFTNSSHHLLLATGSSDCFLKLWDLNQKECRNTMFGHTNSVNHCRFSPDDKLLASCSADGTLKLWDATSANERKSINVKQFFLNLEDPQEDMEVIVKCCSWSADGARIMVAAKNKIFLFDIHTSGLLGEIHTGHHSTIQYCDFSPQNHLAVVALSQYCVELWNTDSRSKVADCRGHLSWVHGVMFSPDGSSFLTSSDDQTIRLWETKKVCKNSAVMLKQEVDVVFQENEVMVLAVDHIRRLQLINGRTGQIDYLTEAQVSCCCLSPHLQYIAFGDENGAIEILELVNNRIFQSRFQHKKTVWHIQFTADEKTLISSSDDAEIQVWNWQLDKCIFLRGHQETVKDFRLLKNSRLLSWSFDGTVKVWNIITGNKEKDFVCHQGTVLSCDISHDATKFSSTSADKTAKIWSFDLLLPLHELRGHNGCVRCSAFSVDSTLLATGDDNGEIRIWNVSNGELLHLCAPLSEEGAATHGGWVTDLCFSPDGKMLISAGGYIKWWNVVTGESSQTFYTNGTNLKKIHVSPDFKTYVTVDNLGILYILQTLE
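Material: biochemical Apaf-1 apoptosome reconstitution. Medium: Hepes buffer, pH 7.5. Also added: cytochrome c activation, bis-DEVD rhodamine 110 substrate. Timing: 30 min compound preincubation, 50 min activation, room temperature. Measured by: rhodamine 110 fluorescence at Ex 480/Em 540 nm.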
SENP8 block-1 – human SENP8 protease inhibitors, primary screen, biochemical, fluorescence, Nedd8 protein substrate, uHTS | Sentrin-specific protease 8 (Homo sapiens), Q96LD8 | recombinant SENP8 | inhibition, % at 20 µM | 360,000 tested, 0.64% active | AID 602440, 2012; in the data active means inhibition mostly above about 40%, no sharp cut-off; inactive means mostly below about 27%
NLRP3 yeast inh – NALP3 inflammasome inhibitors in reconstituted yeast, primary screen, luminescence, uHTS; Yeast reconstituted NLRP3/ASC/caspase-1, beta-gal luminescence, 24 h; inhibition, % at 10 µM; 330,000 tested, 0.39% active; AID 2825, 2010;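 active means inhibition of 50% or more; inactive means inhibition below 50%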;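 further: plate controls were induced DMSO wells for no effect and uninduced yeast grown without galactose for full effect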
SENP6 inh – SENP6 protease inhibitors, primary screen, biochemical, luminescence, uHTS; Sentrin-specific protease 6 (Homo sapiens), Q9GZR1; Recombinant SENP6 catalytic domain, aminoluciferin luminescence; inhibition, % at 10 µM; 330,000 tested, 1.8% active; AID 2599, 2010;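 active means inhibition above about 50% at the single tested dose, limit read from the data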;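 further: plate controls were DMSO wells with enzyme for no effect and DMSO wells lacking enzyme for full effect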
SENP8 block-2 – SENP8 protease inhibitors, primary screen, biochemical, luminescence | Sentrin-specific protease 8 (Homo sapiens), Q96LD8 | purified SENP8, Z-RLRGG-aminoluciferin cleavage | inhibition, % at 10 µM | 330,000 tested, 1.2% active | AID 2540, 2010; in the data active means inhibition above about 50%
HKDC1 inh – HKDC1 hexokinase inhibitors, primary screen, biochemical, fluorescence, uHTS | AID 493160, 2011 | 340,000 tested, 0.16% active | recombinant HKDC1, G6PDH/diaphorase resazurin coupled fluorescence | inhibition, % at 20 µM;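 active means inhibition above about 35% when tested at 20 µM, limit read from the data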;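 further: plate controls were DMSO wells with enzyme for no effect and DMSO wells lacking enzyme for full effect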
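Assay system: recombinant HKDC1 hexokinase; detection: coupled resazurin fluorescence, excitation 525 nm, emission 613 nm; benchmarks: DMSO-plus-enzyme-mix negative control, buffer-substituted positive control; compound dosing: single 20 µM dose; schedule: 90 min at room temperature in dark; also added: glucose plus 1 mM ATP as hexokinase substrates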
PfG6PD inh – PfG6PD enzyme inhibitors, primary screen, biochemical, fluorescence intensity, uHTS; 350,000 tested, 0.78% active; inhibition, % at 20 µM; glucose-6-phosphate dehydrogenase-6-phosphogluconolactonase (Plasmodium falciparum 3D7); PfGluPho enzyme, NADPH resazurin-diaphorase fluorescence; AID 504690, 2011;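 active means inhibition reaching at least a set limit at 20 µM in the primary screen, cut at about 59% in these data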;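 further: 0% = DMSO wells with substrate and 100% = DMSO wells lacking glucose-6-phosphate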
SENP7 inh – SENP7 protease inhibitors, primary screen, biochemical, luminescence, uHTS. AID 434973, 2010. 330,000 tested, 1.5% active. recombinant SENP7, Z-RLRGG-aminoluciferin luminescence, 40 min. inhibition, % at 5 µM. Sentrin-specific protease 7 (Homo sapiens), Q9BQF6;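 active means inhibition above about 50% at the single test dose, limit read from the data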;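 further: plate controls were DMSO with enzyme for no effect and no enzyme buffer wells for full effect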
SENP1 inh – human SENP1 catalytic domain inhibitors, primary screen, biochemical, FRET, uHTS | recombinant SENP1 catalytic domain, CyPet-SUMO1-YPet FRET cleavage | 360,000 tested, 0.21% active | Sentrin-specific protease 1 (Homo sapiens), Q9P0U3 | inhibition, % at 10 µM | AID 624204, 2012;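 active means inhibition at least 30% at 10 µM, raw YFP signal under a set limit, fluorescence ratio 0.5 to 1.5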;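 further: 0% = enzyme with DMSO and 100% = no enzyme wells; some results filed as inactive read as strong as hits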
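Test system: recombinant human SENP1 catalytic domain, His6-tagged / Medium: pH 8 Tris buffer with EDTA, NaCl, BME, BSA, NP40, catalase / Also added: SUMO1 FRET substrate flanked by Cypet and Ypet, 25 nM / Times: 50 min reaction at room temperature / Signal: FRET, CFP and YFP emission / Control set: no-enzyme low control and enzyme-plus-DMSO high control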
Starred values were filed as active, the others as inactive; i = inactive; nt = no result given.

cpd	canonical_smiles	SENP8 block-2	PfG6PD inh	SENP8 block-1	Apaf-1 inh	HKDC1 inh	NLRP3 yeast inh	SENP6 inh	SENP1 inh	SENP7 inh
1	COc1ccccc1OCCCC(=O)NC(C)c1ccccc1 (stereo not drawn)	6	-9	6	-17	-4	19	-6	-1	-3
2	O=C1Nc2cc(C(=O)N3CCN(c4ccc(F)cc4)CC3)ccc2NC1CSCc1cccc(F)c1 (stereo not drawn)	8	16	2	25	3	0	9	57	9
3	O=C1c2ccsc2SCCN1Cc1ccccc1	-8	-12	2	8	-3	58*	-17	0	-4
4	COc1ccc(CNC(=O)CCNC(=O)N2CCn3c2nc2ccccc23)cc1	-4	1	15	-1	-4	21	6	1	1
5	O=C1/C(=C/c2ccccc2)SC(=S)N1CC(=O)N1CCCCC1c1cccnc1 (stereo not drawn)	-3	25	10	20	6	16	3	4	3
6	CN(C)S(=O)(=O)c1ccc(NC(=O)C2COc3ccccc3O2)cc1 (stereo not drawn)	-11	-11	-3	-2	-1	2	-4	1	-21
7	CN(CC(=O)Nc1ccc(OC(F)(F)F)cc1)C1CCCCC1	8	-5	5	-16	-3	7	-2	-1	7
8	CCN1CCN(C(=O)c2cc3c(=O)oc4ccc(C)cc4c3s2)CC1	-15	10	-56	10	6	-7	-1	-2	-8
9	COCCNCc1nc2sc(C)c(-c3ccccc3)c2c(=O)[nH]1	-8	18	-25	-5	1	-1	-21	-25	-7
10	CC(NC(=O)C(=S)N1CCN(C)CC1)c1ccccc1 (stereo not drawn)	-9	-4	0	4	-3	-7	0	1	-8
11	COC(=O)c1ccc(NC(=O)Nc2ccc(OC)c(OC)c2)cc1	-7	4	7	-5	-7	-13	0	1	7
12	COC(=O)[C@@H](NC(=O)Nc1ccc(S(N)(=O)=O)cc1)C(C)C	-1	-4	18	9	-10	19	3	-1	7
13	CCc1nnc(NC(=O)C2CCCN2C(=O)NC2CCCCC2)s1 (stereo not drawn)	-6	-9	6	3	-3	-5	2	-3	-1
14	COc1ccc(C)cc1NC(=O)CCN1CCN(c2ccccc2F)CC1	8	-6	-9	12	-2	26	0	0	1
15	COc1ccc(C=NNC(=O)CCCC(=O)NN=Cc2ccc(OC)c(OC)c2)cc1OC	nt	6	-22	nt	-3	nt	nt	1	nt
16	CCOC(=O)N1CCC(NC(=O)c2ccc3c(c2)N=C(C)c2ccccc2S3)CC1	-2	7	-24	5	-7	28	3	1	9
17	O=C(COc1ccc(Br)cc1CO)N1CCCc2ccccc21	-7	-19	14	14	2	3	-26	3	0
18	Cc1ccc(S(=O)(=O)N2CCN(C(=O)CSc3nncs3)CC2)cc1	-6	-14	22	-5	-7	-9	-7	3	-4
19	COc1ccc(-c2nnn(CC(=O)N(c3cccc(O)c3)C(C)C(=O)NC3CCCC3)n2)cc1OC (stereo not drawn)	3	-3	8	6	-4	8	5	-5	11
20	O=C(O)CCC1(C(=O)O)CCC(=O)c2ccccc21 (stereo not drawn)	nt	-2	1	nt	-7	nt	nt	0	nt
21	O=C(NNC(=O)c1ccc(Cn2cccn2)o1)NC12CC3CC(CC(C3)C1)C2	-4	10	-1	-2	2	5	-11	2	-4
22	CCN1C(=O)[C@H]2[C@@H](c3ccc(-c4ccccc4)cc3)N3CCC[C@@]3(C(=O)OC)[C@H]2C1=O	-13	-13	-3	26	0	20	-13	0	-15
23	COc1ccc2c(=O)c3c(=O)n(Cc4ccccc4)c(C(C)C)nc3oc2c1	nt	-1	9	nt	1	nt	nt	-12	nt
24	O=c1c2c3c(sc2ncn1/N=C/c1ccc(Br)o1)CCCC3	-3	5	6	9	21	9	-8	-1	4
25	NC(=O)CSc1nnc(-c2ccccn2)n1Cc1ccco1	3	-4	12	-20	-3	9	-12	-3	2

One compound at a time, from the list above. Screens in order: SENP8 block-2	PfG6PD inh	SENP8 block-1	Apaf-1 inh	HKDC1 inh	NLRP3 yeast inh	SENP6 inh	SENP1 inh	SENP7 inh
COCCNCc1nc2sc(C)c(-c3ccccc3)c2c(=O)[nH]1 as listed: -8	18	-25	-5	1	-1	-21	-25	-7
O=C1Nc2cc(C(=O)N3CCN(c4ccc(F)cc4)CC3)ccc2NC1CSCc1cccc(F)c1 (stereo not drawn) as listed: 8	16	2	25	3	0	9	57	9

Next part.
cpd	canonical_smiles	SENP8 block-2	PfG6PD inh	SENP8 block-1	Apaf-1 inh	HKDC1 inh	NLRP3 yeast inh	SENP6 inh	SENP1 inh	SENP7 inh
26	Cc1cc(/C=C2/C(=O)NN(c3ccccc3)C2=O)c(C)n1-c1ccc(O)cc1	56*	10	50*	12	-5	3	78*	1	44
27	CCN(CC)S(=O)(=O)c1ccc(S(=O)(=O)Nc2cc3c(cc2C(C)=O)OCO3)cc1	4	-25	11	2	-4	-8	-4	-1	2
28	COc1cc(O)c(C(CCN2CCN(c3ccccc3)CC2)c2ccc(N(C)C)cc2)c(OC)c1 (stereo not drawn)	-14	17	18	28	2	18	-9	1	10
29	CC1COc2ccccc2N1S(=O)(=O)c1cc(Cl)ccc1Cl (stereo not drawn)	-1	2	12	11	0	31	-15	-1	-4
30	COCCNC(=O)/C(C#N)=C/c1c(N2CCN(c3ccccc3)CC2)nc2ccccn2c1=O	-6	3	-287	2	1	22	13	-90	4
31	O=C(Cn1cncn1)c1ccccc1Br	0	5	15	1	-1	7	13	3	8
32	CCOC(=O)C(NC(=O)c1ccccc1Cl)(Nc1sc2c(c1C(N)=O)CCC2)C(F)(F)F (stereo not drawn)	nt	14	7	nt	3	nt	nt	-6	nt
33	CC(=O)Nc1c(C(=O)N2CCN(c3ccccn3)CC2)cnn1-c1ccc(C)cc1	1	21	-3	-5	-10	12	-1	0	-1
34	CC1CC1C(=O)OCC(=O)NC(=O)NCc1ccco1 (stereo not drawn)	-9	-1	21	-5	-5	3	-11	0	-5
35	CCOC(=O)c1c(-c2cccs2)csc1NC(=O)CCCC(=O)O	4	-19	-7	-16	-2	-1	7	2	-2
36	CN(CC(=O)Nc1ccc(N2CCOCC2)cc1)C(=O)CCc1cc(C(C)(C)C)c(O)c(C(C)(C)C)c1	14	5	3	20	6	25	3	3	-1
37	COc1ccc(/C=C(\NC(=O)c2ccc([N+](=O)[O-])cc2)C(=O)NCCCn2ccnc2)cc1	7	4	25	1	3	19	11	0	5
38	CC1=C(C(=O)OCC(Cl)(Cl)Cl)N2C(=O)C(NC(=O)Cc3ccccc3)C2SC1 (stereo not drawn)	-7	22	13	11	2	3	-34	1	-9
39	COc1ccc(NC(=S)N2CCCCC2c2cccnc2)cc1 (stereo not drawn)	-8	-3	11	-27	-6	-2	-25	0	-5
40	N#CCCN1CCN(Cc2cc(-c3ccccc3)ccc2O)CC1	4	0	5	3	-2	11	0	1	5
41	N#CC1(NC(=O)COc2ccc3oc4ccccc4c3c2)CCCCC1	-2	2	12	-5	5	3	-4	0	2
42	CC1CCCCC1NC(=O)/C(C#N)=C/c1ccc(OCC(N)=O)cc1 (stereo not drawn)	-2	-12	9	-10	8	16	3	0	-4
43	Cc1ccc(CCNC(=O)C2CCN(S(=O)(=O)N3CCOCC3)CC2)cc1	-2	-13	-1	0	-4	1	-2	1	2
44	N/C(=N\S(=O)(=O)c1ccc(Cl)s1)c1ccccc1	-8	2	-74	7	0	-4	-24	1	-3
45	CC1CN(Cc2nc3c(c(=O)n(C)c(=O)n3C)n2CCN2CCOCC2)CC(C)O1 (stereo not drawn)	nt	-15	-5	nt	-8	nt	nt	2	nt
46	COC(=O)c1ccc2c(C)c(C(C)(C)O)[nH]c2c1	0	0	i	1	2	19	6	-1	-8
47	O=C(CSC(=S)N1CCOCC1)Nc1ccc(S(=O)(=O)Nc2ncccn2)cc1	-1	-16	-69	10	-8	17	-13	2	-5
48	O=C(CCNS(=O)(=O)c1ccccc1C(F)(F)F)NCCCc1ccccc1	10	6	-1	-7	-5	2	3	-3	7
49	CSc1ccccc1NC(=O)Cn1nnc(-c2ccc(S(C)(=O)=O)cc2)n1	1	-7	11	-23	-12	-1	-19	1	-2
50	Cc1cc(C)c(C)c(S(=O)(=O)NC(C(=O)O)C(C)C)c1C (stereo not drawn)	-3	-24	2	-4	-1	5	-13	1	0
51	Cc1ccsc1C(=O)Nc1n[nH]c(C(F)(F)F)n1	-6	-2	14	-10	-2	2	-13	0	-3
52	COc1ccc(C(=O)O)cc1S(=O)(=O)Nc1cc(Cl)ccc1N1CCOCC1	-14	-5	10	7	0	-6	1	2	-13
53	CCC(Sc1nc(=O)cc(N)n1CCc1ccccc1)C(=O)Nc1ccccc1C#N (stereo not drawn)	-7	-9	-1	2	-8	13	-19	-3	-9
54	COc1ccc(NC(=O)Nc2ccc(N3CCOCC3)c3nonc23)c(OC)c1	11	16	44*	-8	-9	16	14	14	8
55	O=C(NC(=O)c1ccccc1)Nc1ccccc1O	17	5	9	5	3	18	39	32*	56*
56	Cc1ccc2cc3cc(C(=O)NCCCN4CCCC4)oc3nc2c1	0	10	-413	6	-6	5	1	-19	17
57	Cc1ccc(OCC(O)CN2CC3(C)CC2CC(C)(C)C3)cc1 (stereo not drawn)	-1	10	18	0	-9	19	-12	1	3
58	CCOC(=O)c1ccc(C(=O)NNC(=O)C2CC=CCC2)cc1 (stereo not drawn)	-4	-5	25	3	-6	2	-10	2	-4
59	CC(C)C[C@@H](CC#N)N1CCN(Cc2ccccc2)CCC1=O	-7	3	-2	1	-2	11	1	1	8
60	CC1(C)CC(=O)C(C=NCCN2CCN(CC(=O)Nc3ccc(F)cc3)CC2)=C(O)C1	3	-11	14	4	0	32	-27	0	4
61	Cc1cc(=O)n(C)c(=O)n1CCCCCOc1cccc([N+](=O)[O-])c1	5	-7	16	8	1	18	3	1	5
62	Cc1ccnn1-c1ccc(C(=O)OCC(=O)Nc2ccc(F)cc2)cc1	-10	-2	22	6	0	30	9	0	7
63	CCOc1ccc(NC(=O)NCC2CCN(c3ccc(OC)cc3)C2)cc1 (stereo not drawn)	6	11	18	-2	11	25	-1	-2	5
64	Cc1ccc(NC(=O)c2ccc(F)cc2F)cc1	40	-4	3	5	-2	21	43	5	46
65	CCOC(=O)C1=C(CSc2n[nH]c(N)n2)NC(=O)NC1C (stereo not drawn)	0	3	10	-3	13	-3	-7	0	3
66	CCN(C(=O)COC(=O)/C=C/c1ccc2c(c1)OCO2)c1c(N)n(Cc2ccccc2)c(=O)[nH]c1=O	nt	8	-490	nt	-2	nt	nt	1	nt
67	O=C1ON=C(c2ccccc2[N+](=O)[O-])/C1=C/c1cccc([N+](=O)[O-])c1O	-4	6	13	-4	-4	5	2	0	-7

Source: PubChem (Sanford-Burnham Center for Chemical Genomics)
